D1 potentiator = potentiators of human D1 dopamine receptor; AID 504651; P21728; HEK293 TREx D1 cells, calcium flux, dopamine EC20 potentiation; actives 0.036% (n = 360,000); potentiation, % at 10 µM; in the data active = potentiation above about 30%; also: 0% is about no effect
Target sequence (P21728 whole entry, looked up): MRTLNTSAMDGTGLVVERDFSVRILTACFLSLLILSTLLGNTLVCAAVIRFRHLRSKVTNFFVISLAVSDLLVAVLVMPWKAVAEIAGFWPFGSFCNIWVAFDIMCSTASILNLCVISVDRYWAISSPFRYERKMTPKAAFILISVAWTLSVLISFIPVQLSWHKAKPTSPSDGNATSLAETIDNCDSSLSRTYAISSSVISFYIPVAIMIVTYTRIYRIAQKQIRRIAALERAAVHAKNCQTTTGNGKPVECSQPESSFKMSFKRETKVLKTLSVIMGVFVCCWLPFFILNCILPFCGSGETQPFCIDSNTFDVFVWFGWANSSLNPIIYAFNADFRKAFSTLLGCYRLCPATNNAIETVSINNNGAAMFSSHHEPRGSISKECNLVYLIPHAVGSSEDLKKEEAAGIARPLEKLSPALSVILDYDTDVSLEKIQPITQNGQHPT
D1 antagonist = blocks dopamine activation of the human D1 receptor; P21728; HEK293 TREx D1 cells, calcium flux, dopamine EC80; hits give low values; activity change, negative = inhibition, % at 10 µM; actives 3.2% (n = 360,000); in the data active = activity change below about -30%; also: % is scaled to controls: 0 for no effect and ±100 for the full control effect
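Tetracycline-induced HEK293 Trex D1 cells, force-coupled to calcium, dye-loaded; compounds added and read 180 s, then EC80 dopamine added and calcium flux tracked kinetically another 180 s.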
D2 ag = activates the human D2 dopamine receptor; P14416; HEK293 T-REx D2 cells, calcium flux agonist mode; activation, % at 2 µM; actives 0.53% (n = 340,000); AID 485358;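 active = activation over 3 SD above normal in the single-dose calcium agonist read, cut at about 30% in these data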; also: 0% is about no effect
Target sequence (P14416 whole entry, looked up): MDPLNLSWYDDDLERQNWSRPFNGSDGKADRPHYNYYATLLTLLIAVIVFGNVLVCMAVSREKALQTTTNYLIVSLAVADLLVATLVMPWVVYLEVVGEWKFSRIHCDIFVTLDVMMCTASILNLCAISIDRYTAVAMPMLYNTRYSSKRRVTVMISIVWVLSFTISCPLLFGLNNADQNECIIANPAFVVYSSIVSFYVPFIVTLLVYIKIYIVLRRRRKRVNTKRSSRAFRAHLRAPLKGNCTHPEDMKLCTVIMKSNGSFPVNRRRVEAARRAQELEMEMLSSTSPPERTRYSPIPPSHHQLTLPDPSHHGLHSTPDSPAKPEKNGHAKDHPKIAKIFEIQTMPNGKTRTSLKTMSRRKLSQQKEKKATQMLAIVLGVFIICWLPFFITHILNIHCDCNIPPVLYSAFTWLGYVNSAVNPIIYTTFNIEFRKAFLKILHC
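Agonism scored from kinetic calcium signal (1 read/sec, 180 s) following compound pin transfer, after a 10 s baseline. Cells: HEK293 Trex line expressing inducible D2 receptor coupled to calcium, dye-loaded after overnight culture at 30 C.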
TRHR enhancer = TRH receptor (human) allosteric enhancement | TRHR cells, fluo-8 calcium fluorescence, EC20 TRH enhancement | AID 493056 | actives 0.66% (n = 360,000) | P34981 | enhancement, % at 2 µM; in the data active = enhancement above about 30%; also: 0% is about no effect
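Enhancer read-out: after compound pinning and an initial kinetic agonist-mode read, an EC20 of TRH (10 nM final) was injected and fluo-8 calcium signal (Ex 480/Em 530) followed at 1 s/cycle for 100 cycles in TRHR-expressing cells.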
D1 agonist = agonists of human D1 dopamine receptor; P21728; HEK293 T-REx D1 cells, calcium flux, agonist mode; activation, % at 2 µM; actives 1% (n = 360,000); also: 0% is about no effect
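Tetracycline-induced HEK293 TREx D1 cells, force-coupled to calcium signalling, were dye-loaded with a no-wash calcium kit. Compound was pin-added after a 10 s baseline. Fluorescence was read kinetically at 1 cycle/s for 180 s, with calcium rises flagged as agonism.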
D2 antagonist = antagonists of human D2 dopamine receptor; P14416; HEK293 TREx D2 cells, calcium flux, dopamine EC80; inhibition, % at 10 µM; actives 2% (n = 340,000); in the data active = inhibition above about 30%; also: 0% is about no effect
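Measurement of antagonist activity uses fluorescent calcium dye in inducible HEK293 T-REx D2 cells: 10 s baseline, compound addition with 180 s read, EC80 dopamine addition with a further 180 s read.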
TRHR agonist = TRH receptor (human) agonism; TRHR cells, calcium flux fluo-8, FDSS agonist mode; actives 0.18% (n = 360,000); AID 493084; activation, % at 2 µM; P34981; also: 0% is about no effect
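TRHR-expressing cells, plated overnight in medium with 10% serum, were loaded with fluo-8 calcium dye at room temperature. After a 10 s baseline, library compound was pin-added and calcium release was recorded kinetically (ex 480/em 530) as agonist response.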
D2 PAM = D2 dopamine receptor (human) potentiation. P14416. HEK293 T-REx D2, calcium flux, EC20 dopamine potentiation. potentiation, % at 10 µM. actives 0.34% (n = 340,000);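 active = potentiation over 3 SD above the plate norm, cut at about 30% in these data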; also: 0% is about no effect
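Using a no-wash calcium dye in inducible, force-coupled HEK293 Trex cells expressing D2, we tracked fluorescence each second for 180 s after compound, then for 180 s after EC20 dopamine to detect augmented signalling.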
RXFP1 antag = blocks the human relaxin receptor RXFP1 | actives 0.59% (n = 350,000) | activity change, negative = inhibition, % at 57.5 µM | HEK293-RXFP1, relaxin-stimulated cAMP HTRF, 30 min; hits give low values | Q9HBX9 | AID 1259400;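 active = activity change of -60% or lower, but not beyond a set lower limit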; also: % is scaled to controls: 0 for no effect and ±100 for the full control effect
An asterisk follows results filed as active; . = not tested or not shown; & = joins results of further samples. Rule as the data show it, unless noted: active = activation above about 30%; inactive = the rest. Compounds as they come. About 7.3% of those tested had a hit in this group.

Start of the data: the first three entries, to show the layout:
SMILES	D1 potentiator	D1 antagonist	D2 ag	TRHR enhancer	D1 agonist	D2 antagonist	TRHR agonist	D2 PAM	RXFP1 antag
O=C(O)c1cccc(N2C(=O)c3cccc4c(Cl)ccc(c34)C2=O)c1	-1	19	3.4	-1	4	-10	2.9	-2	1
CCS(=O)(=O)n1c(Cc2cccs2)nc2ccccc21	0	-8	0.1	3	1	-2	-0.2	7	.
CCCCOCCCNC(=O)c1ccc(OC)cc1	-4	-1	-0.1	6	1	-9	0.3	-6	2

The list itself, from the first entry:
SMILES	D1 potentiator	D1 antagonist	D2 ag	TRHR enhancer	D1 agonist	D2 antagonist	TRHR agonist	D2 PAM	RXFP1 antag
O=C(O)c1cccc(N2C(=O)c3cccc4c(Cl)ccc(c34)C2=O)c1	-1	19	3.4	-1	4	-10	2.9	-2	1
CCS(=O)(=O)n1c(Cc2cccs2)nc2ccccc21	0	-8	0.1	3	1	-2	-0.2	7	.
CCCCOCCCNC(=O)c1ccc(OC)cc1	-4	-1	-0.1	6	1	-9	0.3	-6	2
CCn1cc(Cl)c(C(=O)Nc2cccc(C(F)(F)F)c2)n1	0	-36*	.	5	1	.	-0.9	.	1
Cc1ccccc1C1c2[nH]c3ccccc3c2C[C@H]2C(=O)N(c3ccccc3C(=O)NCCN3CCOCC3)C(=O)N12 (some centres not stated)	-3	1	0.0	0	0	14	1.0	-24	.
COc1ccc(NC(=O)CN(C)S(=O)(=O)c2ccc3[nH]c(=O)oc3c2)cc1	-1	-7	0.3	1	5	-23	1.8	13	-18
O=C(Nc1ccc(F)cc1Cl)c1ccc2c(=O)n3c(nc2c1)CCCCC3	-2	-22	-0.4	0	3	7	-0.8	14	-6
Cc1ccc(CCNC(=O)C(C)n2nc(C)c3c(C)n(-c4ccc(C)cc4)nc3c2=O)cc1 (configuration not stated)	3	19	.	-2	5	.	-1.2	-13	-14
Cc1onc(-c2c(F)cccc2Cl)c1C(=O)NCc1ccco1	2	-13	-1.1	-2	2	0	0.1	2	-9
CCOc1nc(C)ccc1-c1noc(C)n1	2	-6	-0.3	3	1	2	0.7	1	-3
CCOc1ccc(CCNC(=O)c2nn(C)c3c2CS(=O)(=O)c2ccccc2-3)cc1	-12	-17	-0.2	-10	3	-14	0.0	-4	4
CCOC(=O)c1c(NC(=O)Cn2cnc([N+](=O)[O-])n2)sc2c1CCC(C)C2 (configuration not stated)	-3	7	0.2	-3	0	14	-0.2	3	0
Cc1cccc(C(=O)NCC(c2ccco2)N(C)C)c1 (configuration not stated)	-2	0	0.2	21	2	-14	0.8	-12	-15
O=C(CCC(=O)N1CCOc2ccccc21)NCc1cccs1	3	4	-0.7	4	2	.	-0.7	-6	-11
CSc1nc2ccccc2cc1/C=C(\C#N)c1cccc(Cl)c1	-3	9	-0.1	-2	2	-14	0.2	2	2
CC1CCN(CC(=O)N2CCCc3c2c(=O)oc2ccc(OCc4ccccc4)cc32)CC1	0&-1	17&8	0.0&-0.3	4&7	2&2	-7	1.4&1.5	-9&-15	3
O=C1C(Cl)=C(Nc2ccccc2)C(=O)c2ccccc21	-7	-58*	-2.9	-18	7	8	-0.7	-5	.
c1cncc(-c2ccc3ncnc(NCc4cccs4)c3c2)c1	1	-2	.	0	10	.	0.2	.	.
O=C1CCCN1CC(O)CS(=O)(=O)Cc1ccc(Cl)c(Cl)c1 (configuration not stated)	-9	-15	-1.1	3	0	-1	-0.3	-8	7
CN(CC(=O)Nc1ccc(Cl)cc1)C(=O)CCc1ccccc1	-4	10	0.7	-2	-4	28	0.4	-18	4
CC(C)c1ccc(NC(=O)COc2ccccc2)cc1	-2	-6	0.2	4	1	-7	0.3	-5	-20
CC1CCCN(S(=O)(=O)c2cc3c(cc2Cl)NC(=O)CO3)C1 (configuration not stated)	0	-5	1.4	-1	1	.	0.0	-3	-2
Cc1nc(N)sc1-c1nnc(SCC(=O)Nc2nccs2)n1C	-6	-13	0.4	18	4	-13	0.9	-10	-7
CCOC(=O)C1(C)C=C(Nc2ccc(OC)cc2)C(=O)N1c1ccc(OC)cc1 (configuration not stated)	-10	0	-1.7	8	3	-9	-1.3	-9	-5
CC(C)C(=O)Nc1cccc(C(=O)Nc2ccc3c(c2)OCO3)c1	-7	-43*	1.1	2	-1	-13	1.0	10	3

Other records follow.
SMILES	D1 potentiator	D1 antagonist	D2 ag	TRHR enhancer	D1 agonist	D2 antagonist	TRHR agonist	D2 PAM	RXFP1 antag
COc1ccccc1C(C[N+](=O)[O-])c1c(N)n(C)c(=O)n(C)c1=O (configuration not stated)	9	6	0.6	-3	2	2	0.1	4	-11
CCOc1ccc2nc(SCC(=O)NC(=O)C(C)C)sc2c1	2	10	-1.5	0	1	8	-1.6	-3	-2
Cc1onc(-c2c(Cl)cccc2Cl)c1C(=O)NCc1ccc(S(N)(=O)=O)cc1	-4	-8	0.5	1	0	19	0.9	13	-13
O=C(C1=C(O)C(=O)N(CCCN2CCOCC2)C1c1ccccn1)c1cccs1 (configuration not stated)	-2	5	0.5	-4	3	-6	-0.2	0	.
CCC(C)c1ccccc1NC(=O)C(C)N(C)Cc1cccc(OC)c1 (configuration not stated)	0	-2	.	-8	2	.	-1.4	3	-27
COc1cccc(OCc2cc(/C=N/NC(=O)c3ccn[nH]3)ccc2OC)c1	0	6	-0.6	-10	1	-6	-0.7	-3	10
CCN(CC)S(=O)(=O)c1ccc2c(c1)nc(SCC(=O)N1CCCCCC1)n2-c1ccc(OC)cc1	-2	.	.	5	3	-16	1.1	-5	-5
O=C(O)c1cccc(CSc2ncccn2)c1	-2	2	-0.4	6	0	10	0.7	10	8
Cc1sc(-n2cccc2)c(C(C)NC(=O)Nc2cccc(C(F)(F)F)c2)c1C (configuration not stated)	-7	-21	-0.1	4	6	.	0.0	-6	-17
CC(C)(C)C(=O)NC(=S)Nc1ccc(Cc2ccncc2)cc1	-2	-3	0.4	3	14	-6	0.6	2	-4
Cc1cccc(-n2c(-c3ccncc3)n[nH]c2=S)c1C	-4	7	-0.3	-4	0	7	0.4	-9	6
CCN(Cc1ccccc1)C(=O)COc1cc(=O)n(CC)c2ccccc12	0	6	-0.2	-5	0	-5	-0.8	13	1
CC(=O)c1ccc(OCc2cc(C(=O)NCCn3nc(C)cc3C)no2)cc1	-10	-21	0.0	13	14	1	-0.1	7	-19
CC(=O)c1nnn(-c2ccc(Cl)cc2C#N)c1C	-4	9	-0.2	-6	4	3	-0.5	-7	-6
COC(=O)[C@@H](NC(=O)O[C@H]1C(=O)c2ccc(OC)cc2O[C@@H]1c1ccc2c(c1)OCO2)C(C)C	-5	7	.	-6	-2	14	0.3	1	.
Cc1cc(/C=N/N2CCN(C)CC2)c(C)n1-c1ccc(Cl)cc1	-14	4	0.3	-3	1	7	0.4	-7	-6
Cc1ccc(NC(=O)Cn2c(=O)n(-c3ccc(C)cc3)c(=O)c3ccc(C(=O)NCc4ccccc4Cl)cc32)cc1	-1	13	0.7	3	13	.	2.1	-6	.
COc1ccccc1NC(=O)CSc1nc2c(oc3ccccc32)c(=O)n1-c1ccccc1F	2	8	0.7	3	5	.	0.4	3	.
CC(C)(C)C(CN1CCCC1)OC(=O)c1ccccc1 (configuration not stated)	0	0	-0.4	-5	2	-3	0.0	-2	5
O=C(NCc1ccccc1)c1ccc(Cn2c(=O)c3cccn3c3cccnc32)cc1	-2	10	.	1	3	.	0.8	-8	2
Cc1cc(C)nc(SCC(=O)O)n1	8	4	0.3	7	1	4	0.1	0	-31
CCNc1nc(N)nc(Oc2ccc(OCC(=O)OC)nn2)n1	0	-7	1.0	-1	0	.	1.8	9	-7
O=C(CSc1nc(=O)n(CCCN2CCOCC2)c2c1CCCC2)Nc1ccc(F)cc1	1	3	-1.0	12	3	-25	-0.4	5	5
CCOC(=O)c1cc2sccc2n1CC(=O)OC(C)C	5	-13	-0.2	-7	10	-12	-1.3	21	0
NS(=O)(=O)c1ccc(CNC(=O)CCCSc2ccccc2)cc1	12	-5	-0.4	-6	-3	-5	-0.2	12	-1

Further records:
SMILES	D1 potentiator	D1 antagonist	D2 ag	TRHR enhancer	D1 agonist	D2 antagonist	TRHR agonist	D2 PAM	RXFP1 antag
C=CCc1c(OC(C)=O)c2ccccc2n(C)c1=O	-3	-3	1.1	0	4	-2	0.2	-9	.
CCN(CC)S(=O)(=O)c1ccc2c(c1)nc(-c1ccccn1)n2C	0	-2	.	0	1	.	-0.4	.	5
CCCNC(=O)c1cccc(Cn2nc(C)c(Br)c2C)c1	-4	4	0.3	-11	5	-16	-0.1	5	0
Cc1ccc(F)cc1NC(=O)C1C2CCC(O2)C1C(=O)O (configuration not stated)	1	-6	-0.1	-12	1	6	-0.2	11	-7
O/N=C(/CCc1ccccc1)C1(O)CCCCC1	-7	5	-1.0	-7	0	2	0.0	11	-9
COc1ccc(NC(=O)CC2C(=O)N(Cc3cccs3)C(=S)N2C(C)C)cc1 (configuration not stated)	-1	-13	9.0	-1	13	-23	0.8	9	-11
Cc1ccc(C(=O)c2ccc(C(F)(F)F)cc2)cc1	-1	-1	-0.6	-4	3	-3	0.5	3	.
Cc1cc(OC(=O)c2ccco2)c2c(C)cc(=O)oc2c1	-5	-5	-0.1	-7	1	18	-0.2	5	6
CCCCCC(=O)N1CCN(CCN=CC2=C(O)CC(c3ccc(OC)c(OC)c3)CC2=O)CC1 (configuration not stated)	-1	0	-0.1	-3	2	17	-0.5	-11	-8&-16
CCOC(=O)c1cc(OC(=O)c2cccc(C)c2)n(-c2ccccc2)n1	-1	-3	.	8	2	.	0.1	2	.
CC(C)CNC(=O)C1CCN(c2ccc(S(=O)(=O)N3CCOCC3)cc2Cl)CC1	-11	-24	0.7	-4	4	-4	0.3	-4	11
CN(C)C(=O)C1OC(C)(C)OC1C(=O)N(C)C (configuration not stated)	2	-3	0.7	1	1	18	-0.2	-6	-6
C=C(C)COc1ccc(-c2nc(N)ncc2Oc2ccccc2OC)c(O)c1	-6	9	-0.9	3	6	-2	-0.1	0	9
CC(=O)c1ccc(NC(=O)CC2S/C(=N/N=C3CCCCCC3)NC2=O)cc1 (configuration not stated)	-6	-20	0.5	1	10	13	-0.2	6	3
COC(=O)C1=CN(C2CCCCC2)C=C(C(=O)OC)C1c1ccc2c(c1)OCO2	-3	-26	-1.4	3	2	13	-0.8	-6	3

Grouped by structure: the entries above containing a cyano group
SMILES	D1 potentiator	D1 antagonist	D2 ag	TRHR enhancer	D1 agonist	D2 antagonist	TRHR agonist	D2 PAM	RXFP1 antag
CSc1nc2ccccc2cc1/C=C(\C#N)c1cccc(Cl)c1	-3	9	-0.1	-2	2	-14	0.2	2	2
CC(=O)c1nnn(-c2ccc(Cl)cc2C#N)c1C	-4	9	-0.2	-6	4	3	-0.5	-7	-6

Individual results from above:
`Cc1onc(-c2c(Cl)cccc2Cl)c1C(=O)NCc1ccc(S(N)(=O)=O)cc1` | D1 potentiator: -4
`Cc1sc(-n2cccc2)c(C(C)NC(=O)Nc2cccc(C(F)(F)F)c2)c1C` (configuration not stated) | D1 agonist: 6
